Screening data (PubChem BioAssay)
JMJD2A Tudor: JMJD2A Tudor domain (human) inhibition | Potency, µM (top dose mostly 114 µM), without a hit: top-dose activity change, negative = inhibition, actives largely listed as inhibitors | 4.4% of 390,000 active | O75164 | AlphaScreen JMJD2A-Tudor / H3K4me3 peptide binding; note: % is set by controls: 0 for no effect and ±100 for the full control effect; nearly all actives have a fitted effect of over 50% in size
BLM inh: Bloom syndrome helicase (human) inhibition. P54132. recombinant BLM DNA unwinding, fluorescence dequenching. Potency, µM (series often up to 56.1 µM), for inactives: top-dose activity change, negative = inhibition, most hits filed as inhibitors. 0.2% of 350,000 active. AID 2528;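 note: plate controls were vehicle for no effect and no enzyme for full effect; nearly all actives have a fitted effect of over 35% in size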
BAZ2B block: BAZ2B (human) inhibition. Q9UIF8. AlphaScreen BAZ2B-H3K14Ac peptide displacement. Potency, µM (series often up to 114 µM), without a hit: at the top dose activity change, negative = inhibition, actives largely listed as inhibitors. 4.4% of 360,000 active. AID 504333; note: % is set by controls: 0 for no effect and ±100 for the full control effect; nearly all actives have a fitted effect of over 60% in size
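AlphaScreen displacement: compounds (up to 110uM) incubated 30 min at room temperature with a preformed 50 nM BAZ2B/50 nM biotinylated H3K14Ac peptide complex in PBS pH 7.4 with Tween-20. Donor and acceptor beads at 10 ug/mL final added, 20 min light-protected before reading.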
Pol iota inh: inhibitors of human DNA polymerase iota. Q9UNA4. Pol iota fluorescent replication assay, 10 min. Potency, µM (doses to about 115 µM), for inactives: at the highest dose activity, negative = inhibition, most hits filed as inhibitors. 1% of 390,000 active. AID 588590
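Fluorescent replication assay read twice, at 0 min and 10 min after adding 50 nM (final) substrate. Enzyme (10 nM) and compounds were first incubated 15 min at room temperature; enzyme-free buffer wells were negative controls.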
APEX1 inh: inhibitors of human APE1 endonuclease | recombinant APE1, TAMRA/BHQ-2 abasic DNA cleavage fluorescence | Potency, µM (doses to about 65.8 µM), without a hit: top-dose activity change, negative = inhibition, most hits filed as inhibitors | 0.35% of 350,000 active;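 note: plate controls were vehicle for no effect and reference inhibitor for full effect; nearly all actives have a fitted effect of over 55% in size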
Target sequence (P27695 whole entry, looked up): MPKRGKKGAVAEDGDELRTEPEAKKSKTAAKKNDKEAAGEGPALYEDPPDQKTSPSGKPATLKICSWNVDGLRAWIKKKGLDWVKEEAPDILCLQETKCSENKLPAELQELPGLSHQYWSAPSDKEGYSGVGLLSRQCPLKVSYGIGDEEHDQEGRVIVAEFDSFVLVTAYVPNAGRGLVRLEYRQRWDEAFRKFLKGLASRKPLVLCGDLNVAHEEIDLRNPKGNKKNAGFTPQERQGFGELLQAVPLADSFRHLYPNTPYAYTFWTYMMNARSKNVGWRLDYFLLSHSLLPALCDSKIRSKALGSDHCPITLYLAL
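Activity was derived from the fluorescence gain between first and third kinetic reads (60 s intervals, ex 525/em 598 nm) after 50 nM THF-abasic TAMRA/BHQ-2 duplex was added to 0.75 nM APE1 preincubated 15 min with compound.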
G9a block: inhibitors of human histone lysine methyltransferase G9a; G9a H3K9 monomethylation, AlphaScreen, 2 h; Potency, µM (series often up to 102 µM), for the others: at the top dose activity, negative = inhibition, actives largely listed as inhibitors; 8.8% of 350,000 active; AID 504332; note: % is set by controls: 0 for no effect and ±100 for the full control effect; nearly all actives have a fitted effect of over 75% in size
Target sequence (Q96KQ7 913-1193 limits assumed): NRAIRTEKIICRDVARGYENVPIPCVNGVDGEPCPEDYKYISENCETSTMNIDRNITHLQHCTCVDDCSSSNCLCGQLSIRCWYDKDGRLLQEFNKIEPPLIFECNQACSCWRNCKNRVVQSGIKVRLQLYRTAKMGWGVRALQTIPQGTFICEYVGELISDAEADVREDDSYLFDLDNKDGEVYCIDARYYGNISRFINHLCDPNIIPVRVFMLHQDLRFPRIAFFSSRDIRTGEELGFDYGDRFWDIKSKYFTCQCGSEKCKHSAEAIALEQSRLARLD
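Step 1: enzyme (final 20 nM) with compound, 15 min RT. Step 2: substrate peptide 500 nM and SAM 20 uM, 2 h RT. Step 3: anti-H3K9me1 antibody and AlphaScreen beads, 10 min, then plate read.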
Pol kappa inh: inhibitors of human DNA polymerase kappa; Q9UBT6; purified Pol kappa, fluorescent DNA synthesis assay, 10 min; Potency, µM (doses to about 107 µM), without a hit: top-dose activity, negative = inhibition, usual class: inhibitors; 0.53% of 400,000 active; note: % is set by controls: 0 for no effect and ±100 for the full control effect
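Inhibition of 10 nM Pol kappa is measured by a fluorescent read-out at 0 and 10 min following addition of 50 nM substrate (final), with a 15-min room-temperature compound preincubation.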
POLH inh: DNA polymerase eta (human) inhibition. recombinant Pol eta, fluorescent DNA replication assay. Potency, µM (series often up to 114 µM), inactives show at the top dose activity change, negative = inhibition, actives largely listed as inhibitors. 1.2% of 390,000 active; note: % is set by controls: 0 for no effect and ±100 for the full control effect
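Pol eta at 10 nM preincubated with compounds 15 min at room temperature; reaction started with fluorescent substrate (50 nM final) and read kinetically at 0 and 10 min.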
POLB inh: blocks human DNA polymerase beta activity; P06746; Pol beta primer extension/strand displacement, fluorescence kinetic; Potency, µM (highest dose often 114 µM), without a hit: top-dose activity change, negative = inhibition, most hits filed as inhibitors; 1.3% of 340,000 active; note: % is set by controls: 0 for no effect and ±100 for the full control effect
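Homogeneous kinetic assay of primer extension and strand displacement by 10 nM Pol beta, preincubated 15 min at room temperature with compound before 50 nM substrate (final) was added. Read at 0 and 10 min; four-parameter Hill fit.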
Active calls of the source: *; ? = inconclusive; . = no result given; & = joins results of further samples; [ ] = dose if it differs, or a comment. Calls come from the whole dose curve; as a rule, active = well fitted curve in the direction sought with a large enough effect; inconclusive = small, poorly fitted or top-dose-only effect, or another doubt; inactive = no such curve, though single readings can be large; an effect the other way counts as inactive or inconclusive. Potency is the fitted concentration of half-maximal effect.

SMILES	JMJD2A Tudor	BLM inh	BAZ2B block	Pol iota inh	APEX1 inh	G9a block	Pol kappa inh	POLH inh	POLB inh
COC(=O)CSc1nc(N)c(C#N)c(C(C)C)c1C#N	-14%[57.1 µM]	-5%	-19%	5%	-2%	-2%[0.501 µM]	-6%	-5%	5%
COc1ccc(C)cc1S(=O)(=O)N1c2ccccc2CC1C (stereo not given)	9%	-9%	0%	-2%	-2%	16%	-17%	-8%	-13%
COc1ccc(C)cc1S(=O)(=O)Nc1cc2c3c(c1)CC(=O)N3CCC2	-18%	.	-10%	123%[activator]	-3%	-34%	0%	-5%	.
COc1ccccc1CN(C)C(=O)c1cccc(S(=O)(=O)N2CCCC2)c1	-2%	.	3%	?	10%	-4%[12.7 µM]	9%	-10%	.
c1ccc(-c2ccc3ccccc3n2)cc1	48%[activator]	.	.	3%	.	.	-14%	-8%	.
Cc1cc(S(=O)(=O)NCCc2ccncc2)cc(C)c1F	-2%	.	.	163%[activator]	.	.	-3%	-16%	.
O=C(Nc1nnc(S(=O)(=O)N2CCCc3ccccc32)s1)c1ccccc1Br	0%	0%	-16%	12%	.	-29%[59 µM]	-1%	79µM*	-20%
NC(=O)SCC(=O)Nc1ccc(Cl)cc1	-2%	-3%	-2%	-14%	-1%	1%[12.7 µM]	-13%	-12%	3%
CC[C@]12C(=O)N(C)C[C@H]([C@@H]3C(=O)N(Cc4ccccc4)C(=O)[C@@H]31)N2C(=O)c1ccc(C(F)(F)F)cc1	-13%	.	.	1%	.	.	-2%	-9%	.
COc1ccc(OCC(=O)N/N=C(\C)c2ccc(-n3ccnc3)cc2)cc1	2%	-3%	-38%	22%	0%	-26%[59 µM]	-8%	-8%	14%
NNC(=O)C1CCN(S(=O)(=O)c2ccc(Cl)cc2)CC1	-16%	.	.	29%	.	.	-4%	-22%	.
CC(C)(C)c1ccc(C(=O)NCC(=O)O)cc1	-10%	-7%	-20%	36%[activator]	2%	-5%	-11%	-2%	?
C=C(C)Cn1c(N2CC(C)CC(C)C2)nc2c1c(=O)[nH]c(=O)n2C (stereo not given)	-16%	-1%	-7%	-7%	-1%	36%[activator][12.7 µM]	-6%	-1%	13%
S=c1[nH]nc(-c2ccc(Cl)cc2Cl)n1-c1ccc(Cl)cc1	-25%	-10%	?	13%	4%	.	2%	-7%	14%
COc1ccc(-c2nnn(CCc3nn[nH]n3)n2)cc1OC	-4%	0%	14%	-15%	2%	-14%[59 µM]	-5%	-17%	19%
CSc1ncccc1C(=O)OCC(=O)NC(C)C	5%	1%	-2%	7%	18%	19%	6%	-20%	-1%
COCCN(C(=O)c1snc(C(N)=O)c1N)C(C(=O)NC1CCCCC1)c1cc(OC)c(OC)c(OC)c1 (stereo not given)	-1%	-2%	0%	-28%	-2%	-7%	-7%	-11%	-1%
O=C1CCc2cc(S(=O)(=O)NC(Cc3ccccc3)C(=O)NC3CCCC3)ccc2N1 (stereo not given)	-6%	1%	-15%	41%[activator]	0%	-43%	17%	-5%	1%
Cc1cc(C)n(CCc2nc3c4ccccc4nc(SCc4ccc(F)cc4)n3n2)n1	-18%	1%	-6%	8%	.	10%[59 µM]	-8%[60.1 µM]	-5%	26%
COc1ccc(OC)c(NC(=O)C2CCCN(S(=O)(=O)c3ccc(-n4cnnn4)cc3)C2)c1 (stereo not given)	-17%	-3%	?	-10%	-11%[12.4 µM]	-4%[59 µM]	3%	-25%	58%
C=CCSc1nnc(-c2cc(C(C)(C)C)nn2Cc2ccc(F)cc2)n1C	8%	-2%	2%	70%[activator]	-6%	9%	0%	-9%	20%
O=C(CCc1nc2ccccc2c(=O)[nH]1)NCCN1C(=O)S/C(=C\c2ccc(OC(F)F)cc2)C1=O	-14%	.	.	-7%	.	.	-30%	1%	.
O=c1[nH]c(SCc2ccccc2)nc2ccsc12	-6%[57.1 µM]	-4%	-10%	91%[activator]	-1%	10%	-2%	-13%	4%
CC(C)CC(NC(=O)C1CCC(C)CC1)C(=O)Nc1ccccn1 (stereo not given)	-1%	-5%	10%	20%	12%	11%	-4%	2%	32%
CN(C)c1ccc(CN2CCCCCC2)cc1	-31%	2%	-6%	?	4%	?	-4%	-9%	39%

Later entries:
SMILES	JMJD2A Tudor	BLM inh	BAZ2B block	Pol iota inh	APEX1 inh	G9a block	Pol kappa inh	POLH inh	POLB inh
CC1(C)Cc2c(sc3nc(SCC(=O)O)nc(N)c23)CO1	-13%	0%	-3%	27%	10%	21%	-7%	0%	47%
CCC[C@@H](CN[C@@H](CNC)[C@H](C)CC)NCC1CCC(C(C)(C)C)CC1 (stereo not given in full)	-31%	-6%	-4%	?	-9%	-26%	19%	-18%	35%
CCOc1ccc(CCNC(=O)Cn2c(=O)c3cccn3c3cccnc32)cc1	-10%	-4%	-28%	11%	-2%	3%[59 µM]	-15%	-21%	100µM*
Cc1ccc(/C([O-])=C(/C(=S)NCc2ccco2)[n+]2ccccc2)cc1	.	-12%	-33%	.	?	2.5µM*	.	.	-3%
Cc1ccc(CNC(=O)CCC2CCCN(Cc3cc4ccccc4o3)C2)o1 (stereo not given)	?	-3%	-14%	24%	-8%	?	-13%	-11%	23%
COc1cc(S(=O)(=O)NC2CCCC2)ccc1F	-6%	-3%	6%	18%	3%	8%[59 µM]	-8%	-10%	-2%
Cc1ccccc1NC(=O)OCc1ccccc1	14%	-5%	12%	14%	9%	22%	-10%	-12%	-25%
CC(C)(C)c1ccc(C(=O)NCc2ccc(Cl)cc2)cc1	1%	-4%	-34%	7%	-1%	?	-10%	2%	18%
Cc1ccc(NC(=O)N2CCCC(C(=O)O)C2)cc1 (stereo not given)	5%	-1%	?	9%	3%	.	-2%	-13%	3%
COCCN1Cc2cccc(C(=O)Nc3ccc(C)cc3)c2C1=O	-13%	-1%	9%	31%[activator]	-9%	?	-16%	-13%	-14%
COc1ccccc1NC(=O)CSc1oc(-c2ccc(F)cc2)nc1S(=O)(=O)c1ccc(Br)cc1	4%	-4%	-1%	12%	.	-22%[59 µM]	-1%	-4%	-1%
CC(=O)Nc1ccc(NC(=O)CSc2nnc(-c3cccnc3)o2)cc1	-12%	.	-5%	50µM*	-9%	-7%	-9%	8%	.
COc1cccc(NC(=O)Cn2cnc3c(oc4nc5c(cc43)CCCC5)c2=O)c1	-6%	-4%	-25%	38%[activator]	12%	10%	1%	0%	19%
COC(=O)C(C)NC(=O)c1ccc(C(C)(C)C)cc1 (stereo not given)	-1%	0%	7%	2%	-6%	14%[59 µM]	-13%	-8%	2%
O=C(CN1CCOc2ccccc21)NCc1ccccc1	-11%	-3%	-27%	53%[activator]	-12%	?	13%	-8%	9%
Cc1cc2ncn(CCOc3ccccc3C#N)c2cc1C	-20%	-11%	67%[activator]	8%	4%	93%[activator][59 µM]	-24%	-6%	-1%
Cc1c(NC(=O)CS(=O)(=O)c2ccccc2)c(=O)n(-c2ccccc2)n1C	0%	-13%	-4%	23%	-1%	-10%[12.7 µM]	-6%	-22%	?
O=C(CSCn1nnc2c(=O)[nH]c(Cc3ccc(F)cc3)nc21)Nc1cccc(C(F)(F)F)c1	-2%	-1%	3%	-14%	.	-2%[59 µM]	13%	-13%	0%
COc1cccc(C(=O)N(CN2CCCC2=O)c2cccc(Cl)c2)c1	-8%	-1%	-1%	5%	6%	-5%[0.501 µM]	1%	-11%	2%
COC(=O)Nc1ccc2ncn(C)c(=O)c2c1	-10%	-3%	-6%	22%	2%	11%	-8%	1%	6%
CCCCn1c(=O)[nH]c(=O)c2c1nc(Cn1ncc(Cl)c(Cl)c1=O)n2CCC	?	-14%	3%	25µM*	20%	35µM*	-8%	56µM*	50µM*
CC1=Nn2c(nnc2-c2ccccc2Cl)SC1	-27%	0%	1%	13%	1%	22µM*	0%	-12%	1%
CCOc1ccccc1CNC(=O)CNC(=O)c1cccs1	9%	-3%	-11%	-24%	-1%	.	-1%	-14%	0%
Cc1ccc(S(=O)(=O)N2CCN(C(=O)COC(=O)CNC(=O)c3ccc(Cl)cc3Cl)CC2)cc1	-10%	.	-2%	7%	29%	?	-1%	-16%	.
CS(=O)(=O)N(Cc1ccccc1)c1ccc(C(=O)Nc2ccccc2C(=O)O)cc1	-8%	-1%	-19%	19%	33%	4%[0.501 µM]	6%	-5%	12%

Some entries already given, reduced to Pol kappa inh:
Molecule,Pol kappa inh
Cc1ccc(NC(=O)N2CCCC(C(=O)O)C2)cc1 (stereo not given),-2%
COCCN1Cc2cccc(C(=O)Nc3ccc(C)cc3)c2C1=O,-16%

Additional structures follow:
SMILES	JMJD2A Tudor	BLM inh	BAZ2B block	Pol iota inh	APEX1 inh	G9a block	Pol kappa inh	POLH inh	POLB inh
COc1ccc(-c2nc3cnc(N(C)C)nc3n(Cc3ccc(F)cc3)c2=O)cc1	.	-7%	.	.	1%	11%[0.501 µM]	0%[60.1 µM]	.	.
Cn1c(O)c(N=NC(=N)N)c2ccccc21	-3%	5%	-6%	3%	3%	.	8%	7%	49%
Cc1cc(=O)oc2cc(NC(=O)COc3ccccc3[N+](=O)[O-])ccc12	-32%	.	?	?	-3%	-5%[12.7 µM]	-19%	?	.
C[N+]1(CCCCC[N+]2(C)CCCC2)CCCC1	.	-12%&2%	.	3%[58.9 µM]	1%	12%	-17%[60.1 µM]	-3%[57.1 µM]	10%[57.1 µM]
CCc1ccc(CNC(=O)c2cc3ccccn3n2)cc1	-14%	0%	0%	-23%	.	6%[59 µM]	-21%	-14%	4%
Cc1onc(-c2c(Cl)cccc2Cl)c1C(=O)Nc1c(C)n(C)n(-c2ccccc2)c1=O	-6%	-2%	1%	26%	-7%	10%[59 µM]	2%	-18%	13%
COc1ccc(CCNC(=O)C23CN(Cc4ccccc4)CC2C(c2cccc([N+](=O)[O-])c2)=NO3)cc1 (stereo not given)	?	-4%	-37%	-20%	-3%	?	6%	-10%	-16%

Copied from the list.
Entry for COc1ccc(-c2nc3cnc(N(C)C)nc3n(Cc3ccc(F)cc3)c2=O)cc1 in G9a block: 11%[0.501 µM]
Entry for CCc1ccc(CNC(=O)c2cc3ccccn3n2)cc1 in POLH inh: -14%
Entry for Cc1onc(-c2c(Cl)cccc2Cl)c1C(=O)Nc1c(C)n(C)n(-c2ccccc2)c1=O in G9a block: 10%[59 µM]
Entry for C[N+]1(CCCCC[N+]2(C)CCCC2)CCCC1 in POLH inh: -3%[57.1 µM]
Entry for Cc1cc(=O)oc2cc(NC(=O)COc3ccccc3[N+](=O)[O-])ccc12 in APEX1 inh: -3%

A portion of the library, so the mix of outcomes need not match the whole.
